Compound activity from PubChem BioAssay.
APP 5UTR inh: APP translation inhibition; SH-SY5Y APP 5'UTR-luciferase reporter, luminescence; inhibition, % at 2 µM; 190,000 compounds, 0.82% hits; AID 1285;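 active = inhibition above a set limit, derived from the sample mean plus 3 SD, cut at about 45% in these data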; also: values of inactives mirror those of a sister screen read the other way
Lmaj promast: inhibitors of Leishmania major promastigote growth; Leishmania major promastigotes, resazurin fluorescence viability; AID 1063; 200,000 compounds, 9% hits; inhibition, % at 10 µM; in the data active = inhibition above about 50%;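 also: promastigotes grown with compound for 44 hours at 28 °C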
TNAP inh noacc: blocks human TNAP activity with no phosphate acceptor present. purified TNAP, CDP-star luminescence, 30 min. inhibition, % at 20 µM. 200,000 compounds, 0.26% hits;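 active = tissue-nonspecific alkaline phosphatase inhibition above about 50% at 20 µM in the single-dose screen, limit read from the data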;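 also: 0% = DMSO negative control and 100% = EDTA positive control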
Target sequence (P05186 whole entry, looked up): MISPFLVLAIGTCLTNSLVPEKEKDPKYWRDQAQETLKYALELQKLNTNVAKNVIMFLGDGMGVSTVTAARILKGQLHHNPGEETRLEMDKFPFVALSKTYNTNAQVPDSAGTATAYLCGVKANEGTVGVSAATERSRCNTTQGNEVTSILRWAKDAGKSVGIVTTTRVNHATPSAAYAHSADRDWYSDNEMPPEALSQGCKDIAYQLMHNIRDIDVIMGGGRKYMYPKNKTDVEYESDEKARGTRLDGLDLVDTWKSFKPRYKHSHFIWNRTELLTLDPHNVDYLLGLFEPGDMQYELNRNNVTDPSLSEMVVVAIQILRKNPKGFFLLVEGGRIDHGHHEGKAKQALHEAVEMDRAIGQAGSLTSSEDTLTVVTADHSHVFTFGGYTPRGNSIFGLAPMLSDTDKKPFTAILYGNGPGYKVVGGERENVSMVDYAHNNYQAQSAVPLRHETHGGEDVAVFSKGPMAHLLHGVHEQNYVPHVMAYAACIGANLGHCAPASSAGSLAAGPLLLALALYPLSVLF
bIAP activator: intestinal alkaline phosphatase (bovine) activation | activation factor at 20 µM | 200,000 compounds, 0.17% hits | AID 1016 | purified bovine IAP, CDP-star luminescence, 30 min; active compounds read high; fold of DMSO-control signal, blank-subtracted;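 active = activation factor of 2 or more at 20 µM, a signal rise over negative controls twice the positive control's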
RAM inhibit: blocks the yeast RAM network; inhibition, % at 50 µM; S. cerevisiae dse1pr::URA3 reporter, 5-FOA growth OD615, 2 d; analog-sensitive cbk1-as2 kinase mutant strain; 190,000 compounds, 1.8% hits;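 active = inhibition above a set limit, 3 SD over mean compound inhibition, cut at about 8.4% in these data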;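 also: 0% = DMSO-only wells with no growth and 100% = 10 µM 1-NA-PP1 full growth; inhibition rescues growth on 5-FOA so higher OD means more RAM inhibition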
FLuc act counter: affects firefly luciferase, flagging false hits in luciferase stimulation screens | activation factor at 10 µM | 200,000 tested, under 10 active | AID 1027 | ATPlite luciferase biochemical, luminescence, 10 min; 0 = ATP-free wells, 1 = DMSO control | P08659;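 active = luciferase activation factor, scaled between plate controls, of at least 2 with compound at 10 µM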
Target sequence (P08659 whole entry, looked up): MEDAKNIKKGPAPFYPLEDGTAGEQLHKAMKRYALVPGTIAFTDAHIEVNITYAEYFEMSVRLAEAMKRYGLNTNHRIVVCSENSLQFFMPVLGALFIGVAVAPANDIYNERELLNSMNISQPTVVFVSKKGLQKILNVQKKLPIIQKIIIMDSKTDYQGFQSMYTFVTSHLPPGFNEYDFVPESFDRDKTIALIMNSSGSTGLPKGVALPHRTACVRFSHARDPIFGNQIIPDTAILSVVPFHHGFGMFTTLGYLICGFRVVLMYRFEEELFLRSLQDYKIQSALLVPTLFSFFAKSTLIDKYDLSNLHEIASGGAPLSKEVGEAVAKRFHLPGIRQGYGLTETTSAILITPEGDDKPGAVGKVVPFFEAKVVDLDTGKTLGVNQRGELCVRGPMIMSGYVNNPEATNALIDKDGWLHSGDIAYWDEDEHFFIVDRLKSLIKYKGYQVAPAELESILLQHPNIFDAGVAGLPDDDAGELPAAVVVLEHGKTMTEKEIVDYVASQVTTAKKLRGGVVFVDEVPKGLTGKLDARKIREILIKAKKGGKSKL
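System: cell-free luciferase reagent; medium: PBS as buffer for the ATP substrate; doses: test compounds dosed from 2 mM stocks in 100% DMSO; incubation: 10 min, room temperature; measured by: luminescence from luciferase reaction; read-out: luciferase activation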
bIAP inhibitor: intestinal alkaline phosphatase (bovine) inhibition; purified bovine IAP, CDP-star luminescence, 30 min; inhibition, % at 20 µM; 190,000 tested, under 10 active; AID 1019;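 active = over 50% inhibition of intestinal alkaline phosphatase at 20 µM in the single-dose screen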
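System: purified bovine intestinal alkaline phosphatase (IAP) enzyme; Input: IAP diluted 1/65,000,000 in the well; Measured by: CDP-star luminescence signal; Compound dosing: 20 µM single dose; Incubation: 30 min reaction at room temperature.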
TNAP act hi DEA: increases human TNAP activity under high phosphate acceptor concentration. 200,000 tested, under 10 active. P05186. purified TNAP, CDP-star luminescence, 1 M DEA, 30 min; active compounds read high; 0 = EDTA background, 1 = DMSO-only activity. activation factor at 20 µM. AID 1136;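 active = activation factor at least 2 at 20 µM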
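Control set: EDTA negative control, DMSO positive control / Assay system: human TNAP / Quantity: TNAP 1/800 final / Evaluation: TNAP activation factor scaled between EDTA and DMSO control wells / Measured by: luminescent substrate turnover signal / Compound dosing: one dose, 20 µM / Times: 30 min enzyme reaction at room temperature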
FLuc inhib CS: counter-screen for luciferase assay inhibitors: firefly luciferase inhibition; ATPLite firefly luciferase biochemical luminescence, 10 min; inhibition, % at 10 µM; 200,000 compounds, 1.5% hits; AID 1006;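 active = inhibition above about 50% when tested at 10 µM, limit read from the data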
TNAP inh hi DEA: inhibitors of human TNAP at high phosphate acceptor concentration; purified TNAP, CDP-star luminescence, 1 M DEA; inhibition, % at 20 µM; P05186; 200,000 compounds, 0.03% hits;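 active = over 50% inhibition of tissue-nonspecific alkaline phosphatase at 20 µM in the single-dose screen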;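 also: plate controls were DMSO wells for no effect and EDTA-quenched wells as full inhibition for full effect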
Numbers without * were called inactive. Not a hit list; about 13% have a hit in one of these screens.

Structure	APP 5UTR inh	Lmaj promast	TNAP inh noacc	bIAP activator	RAM inhibit	FLuc act counter	bIAP inhibitor	TNAP act hi DEA	FLuc inhib CS	TNAP inh hi DEA
CCOC(=O)c1ccccc1NC(=O)c1ccc(N(C)S(C)(=O)=O)cc1	11	-4	-9	0.9	6.1	1.1	7	1	-8	-2
COc1ccc(-c2onc3ccc(Cl)cc23)cc1	-1	0	-2	0.9	1.6	1	8	1	2	1
O=[N+]([O-])c1cc([N+](=O)[O-])c2c(=Nc3ccccc3)n(-c3ccccc3)n(O)c2c1	-7	100*	15	0.9	2.6	1	11	0.8	-2	16
COc1ccc(N2C(=O)CC(S/C(N)=N/N=C(\C)c3cccs3)C2=O)cc1 (stereo not given)	4	-8	-11	1	3.4	1.1	0	1.1	-6	-6
COc1ccc(/C=N/n2cc(-c3ccccc3)nc2N)cc1	-2	3	21	1	1.5	1	4	1	0	-1
CCC(=O)N/N=C(\C)CC(=O)Nc1ccc2ccccc2c1	-10	-3	-4	1	1.4	0.9	1	1	5	0
COc1cccc(C(=O)N/N=c2\oc3c(OC)cccc3cc2C(=O)NCc2ccccc2)c1	-5	-1	-2	1.6	6.9	1.1	-60	0.9	-6	6
c1ccc(Nc2ccccn2)cc1	6	-1	-12	0.9	-0.5	1	11	1.1	-2	-6
Nn1c(SCC(=O)N2CCCc3ccccc32)nncc1=O	12	20	-12	1	1.5	1.1	-3	1	-6	-3
CCOc1ccc(C(=O)CSc2nnc(C3CC3)n2C)cc1	10	-8	-5	0.9	2.4	1	6	1	-1	2
O=C1CC(N2CCC(c3nc4ccccc4o3)CC2)C(=O)N1c1ccc(F)cc1 (stereo not given)	2	7	-5	1	-0.7	1	-2	1	-2	0
O=C(O)C1C2CCC(O2)C1C(=O)NCCC1=CCCCC1 (stereo not given)	-9	-3	-9	1	0.0	1	3	1	-1	-4
CSc1ccc(Cl)c(C(=O)OCC(=O)Nc2ccccc2OC(F)F)c1	-16	-4	-5	1.1	16*	1	-14	1	-1	0
O=C(CSc1n[nH]c(-c2cccnc2)n1)Nc1ccccc1	-3	2	0	0.9	0.4	1	11	0.9	-4	5
O=C(CSCC(=O)N1CCCCC1)Nc1nc(-c2cccs2)cs1	-25	-4	-14	0.9	-1.0	1	6	1	2	-4
CCOc1cc(S(=O)(=O)N2CC=C(c3ccc(F)cc3)CC2)c(OCC)cc1-n1cnnn1	5	62*	-3	1	5.7	1	-1	1	3	1
CCOC(=O)C(C(=O)OCC)N(C#N)c1nc(OC)nc(N(C)C)n1	41	2	-6	0.9	0.8	1	6	1	0	-3
Cc1cc(NC(=O)C2C3C(=O)N(CC4CCCO4)C(C(=O)NCc4ccccc4)C34C=CC2(C)O4)no1 (stereo not given)	-6	-6	1	0.9	0.6	1	8	0.9	-2	6
CN1CCN(C(=O)CN(c2cccc(Br)c2)S(=O)(=O)c2ccccc2)CC1	-3	26	-8	0.9	-0.6	1.1	8	1.1	-9	-6
CCc1ccc(S(=O)(=O)N2CC(=O)Nc3ccccc32)cc1	0	-2	-11	0.9	1.8	1.1	12	1.1	-5	-5
NC(=S)N/N=C\c1c(OCc2ccccc2Cl)ccc2ccccc12	6	64*	-2	0.9	4.3	1	9	1	-2	4
O=S(=O)(Cc1ccccc1)N1CCN(C/C=C/c2ccccc2)CC1	-8	71*	-8	1	-0.1	1	-1	1	-3	-1
COc1ccccc1CNC(=S)NCCc1ccccc1	-19	-1	0	0.9	0.7	1.1	8	1.1	-8	-7
CCC(C)NCCCCOc1ccc(Br)cc1 (stereo not given)	1	94*	-6	0.8	0.4	1	17	1	0	-1
CC[C@H](C)[C@H](NC(N)=O)C(=O)OCC(=O)NCc1ccc(Cl)cc1	-31	-8	-14	0.9	1.6	1.1	8	1	-5	-4

Some entries already given, limited to RAM inhibit.
compound	RAM inhibit
COc1cccc(C(=O)N/N=c2\oc3c(OC)cccc3cc2C(=O)NCc2ccccc2)c1	6.9
c1ccc(Nc2ccccn2)cc1	-0.5
Nn1c(SCC(=O)N2CCCc3ccccc32)nncc1=O	1.5
CCOc1ccc(C(=O)CSc2nnc(C3CC3)n2C)cc1	2.4

Remaining list, next part.
Structure	APP 5UTR inh	Lmaj promast	TNAP inh noacc	bIAP activator	RAM inhibit	FLuc act counter	bIAP inhibitor	TNAP act hi DEA	FLuc inhib CS	TNAP inh hi DEA
CCOc1ccc(CNCc2ccc(C(=O)O)cc2)cc1OC	-26	-3	-9	1.1	1.8	1	-9	1	-1	-5
CCOP(=O)(CC(C(C)=O)C(O)c1ccccc1)OCC (stereo not given)	-7	18	-6	1	1.4	1	-2	1	0	3
COc1cc(NC(=O)Cn2ncc3c2-c2ccccc2OC3)cc(OC)c1OC	-12	1	17	1.2	-1.3	1	-20	1	-3	-2
Cc1ccc(/C(O)=C2/C(=O)C(=O)OC2c2ccc(Cl)cc2)cc1 (stereo not given)	11	-5	-12	1	2.2	1	2	1	-2	-4
COc1cccc(C=Nc2ccc3c(c2)OCCO3)c1O	14	-8	3	1	-0.7	0	-2	1	96*	0
O=Cc1cccn1-c1nccc(-c2ccco2)n1	-17	6	-32	1.2	-1.0	1	-23	1	0	-4
Cc1[nH]nc(SCC(=O)Nc2ccc(C#N)cc2)c1[N+](=O)[O-]	-10	-6	3	0.9	3.2	1.1	11	1	-7	0
CCC(=O)N1CCc2cc(S(=O)(=O)NCCC(=O)N3CCc4ccccc4C3)ccc21	2	-4	0	1	1.6	1	-2	1	4	0
O=C(NNC(=O)c1c(F)cccc1F)c1sccc1-n1cccc1	-2	-9	-13	1	1.0	1	-4	1	1	0
COc1cc(-c2nnc(COC(=O)c3c4c(nc5ccccc35)CCCC4)o2)cc(OC)c1OC	1	-4	-3	1	-0.1	1	0	1	-4	0
O=C1CC(N2CCOCC2)C(=O)N1CCc1ccccc1 (stereo not given)	12	-4	8	1	0.4	1.1	4	1.1	-9	-6
Cn1c(NC(=O)C[n+]2cc(-c3ccc(Cl)cc3)n3c2CCC3)cc(=O)n(C)c1=O	0	36	-10	1	0.5	1.1	1	1	-5	-4
c1ccc(-c2nc(NCCCn3ccnc3)c3oc4ccccc4c3n2)cc1	11	100*	-7	1.2	0.7	1	-19	1.1	-3	-6
COc1ccc(-c2nc(-c3cccc(C)c3)no2)cc1OC	-3	-1	-12	1	3.7	1	-5	0.9	0	6
Cc1cccc(N2C(=O)C(Oc3ccc(Cl)cc3Cl)C2C(=O)O)c1C (stereo not given)	2	-6	-2	0.6	3.0	1	36	1.1	-2	-7
Cc1ccc(NC(=O)c2ccccc2-c2ccccc2C(=O)O)cc1	2	-6	-8	1	0.1	1.1	2	1	-5	-5
COc1ccc(S(=O)(=O)Cc2ccc(C(=O)N3CCN(c4ccc(Cl)cc4)CC3)o2)cc1	-4	45	-11	1	1.0	1	-3	1.1	-4	-9
CCn1nc2cc(C(=O)NCc3cc(C(F)(F)F)cc(C(F)(F)F)c3)ccc2c1OC	8	-2	-4	1	3.1	1	-1	1	1	-4
CC1C(O)=C(c2nc3ccccc3[nH]2)C(=N)N1c1ccccc1 (stereo not given)	-11	8	-19	1.5	-0.5	0.8	-52	1.1	20	-8
COc1ccc(-c2csc(N(CCc3ccccc3)C(=O)COc3ccccc3)n2)cc1	3	6	-8	0.8	3.9	1	18	1	-5	-2
CC1CCCC(NC(=S)Nc2ccc(SC(F)F)cc2)C1C (stereo not given)	4	17	-5	0.8	4.1	1.1	24	1.1	-6	-10
CCOC(=O)C1CCN(c2c(NCCCN3CCN(Cc4ccccc4)CC3)c(=O)c2=O)CC1	2	-3	-8	1	0.3	1.1	-3	1	-6	-5
Cc1ccc(N2C(=O)C(Cl)=C(N3CCN(C)CC3)C2=O)c(C)c1	-11	-5	-8	1	-0.1	1	0	1	-4	2
C/C(=N\NC(=O)c1c(C)nc2ccccn12)c1ccco1	-18	-7	-49	1.3	1.7	0.9	-25	1	9	-1
COc1ccc(OC)c(S(=O)(=O)N2CCCCC2C(=O)N2CCN(c3ccccn3)CC2)c1 (stereo not given)	16	-3	-8	1.1	0.7	1	-11	1	-3	0

Continued.
Structure	APP 5UTR inh	Lmaj promast	TNAP inh noacc	bIAP activator	RAM inhibit	FLuc act counter	bIAP inhibitor	TNAP act hi DEA	FLuc inhib CS	TNAP inh hi DEA
Cc1cc(NC(=O)CCN2C(=O)C3C4C=CC(C4)C3C2=O)c2ccccc2n1 (stereo not given)	-8	2	-9	1	2.3	1	2	1	-3	-4
O=C(NC(Cc1ccccc1)C(=O)O)/C(=C\c1ccco1)NC(=O)c1ccc(Br)cc1 (stereo not given)	2	-4	-5	1	0.2	1	2	1	-2	1
Cc1cc(OCc2cn3cccnc3n2)ccc1Cl	-38	2	-11	1.1	2.7	0.8	-6	1	16	-3
CC1(C)C([N+](=O)[O-])C(c2ccccc2O)NC(c2ccccc2O)C1[N+](=O)[O-] (stereo not given)	14	27	-6	1.1	1.4	1	-8	1	-2	0
CC(=O)NCc1ccc(C(=O)CCl)s1	-7	100*	-8	0.9	1.1	1	10	1	-4	-4
CCCS(=O)(=O)c1c(S(=O)(=O)CCC)c2ccc(C(N)=O)cn2c1C(=O)c1ccc(F)cc1	-3	5	-5	1	-0.5	1	-4	1	-1	-5
O=C(c1cc2ccccc2oc1=O)N(Cc1ccc2c(c1)OCO2)Cc1ccco1	-14	8	-10	0.7	0.9	1	31	1	-4	-3

Reformatted with values under each structure: entries from further up.
Values run as follows: APP 5UTR inh | Lmaj promast | TNAP inh noacc | bIAP activator | RAM inhibit | FLuc act counter | bIAP inhibitor | TNAP act hi DEA | FLuc inhib CS | TNAP inh hi DEA
O=C(NC(Cc1ccccc1)C(=O)O)/C(=C\c1ccco1)NC(=O)c1ccc(Br)cc1 (stereo not given)
  2 | -4 | -5 | 1 | 0.2 | 1 | 2 | 1 | -2 | 1
Cc1cc(OCc2cn3cccnc3n2)ccc1Cl
  -38 | 2 | -11 | 1.1 | 2.7 | 0.8 | -6 | 1 | 16 | -3

Quoted from the listing:
bIAP inhibitor, CC(=O)NCc1ccc(C(=O)CCl)s1 : 10
TNAP inh noacc, O=C(NC(Cc1ccccc1)C(=O)O)/C(=C\c1ccco1)NC(=O)c1ccc(Br)cc1 (stereo not given) : -5
APP 5UTR inh, Cc1cc(OCc2cn3cccnc3n2)ccc1Cl : -38

With a hit mark in RAM inhibit, of those listed so far:
Compound,APP 5UTR inh,TNAP inh noacc,bIAP activator,RAM inhibit,bIAP inhibitor,TNAP act hi DEA,TNAP inh hi DEA
CSc1ccc(Cl)c(C(=O)OCC(=O)Nc2ccccc2OC(F)F)c1,-16,-5,1.1,16*,-14,1,0
